Compound activity: PubChem BioAssay, National Center for Advancing Translational Sciences (NCATS)
TGFb SMAD3 inh: blocks TGF-b signaling; HepG2 CAGA-GFP TGF-b/SMAD3 reporter, GFP fluorescence, 18 h; TGF-beta stimulated, 500 pg/mL final; Potency, µM (titrated, usually from 46.1 µM), inactives show at the highest dose activity, negative = inhibition, usual class: inhibitors; 410,000 tested, 1.2% active; AID 588855; note: potency is the fitted concentration of half-maximal effect; % is set by controls: 0 for no effect and ±100 for the full control effect; nearly all actives have a fitted effect of over 65% in size
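HEPG2 CAGA-GFP cells (1000/well, DMEM with 1% FBS) were pre-incubated 2 h at 37 degrees C, given compound by pin tool, then stimulated with TGF-beta at 500 pg/mL final for 18 h before per-cell GFP fluorescence imaging.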
Mm-Cpn inhibitor: inhibitors of Methanococcus maripaludis chaperonin (MmCpn) | 330,000 tested, 0.031% active | purified Mm-Cpn ATPase, ADP Transcreener TR-FRET | Potency, µM (top dose mostly 76.9 µM), inactives show top-dose activity, negative = inhibition, most hits filed as inhibitors; note: potency is the fitted concentration of half-maximal effect; % is set by controls: 0 for no effect and ±100 for the full control effect; nearly all actives have a fitted effect of over 80% in size
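ATP (10 uM final) was added to archaeal chaperonin (25 nM final) after 10 min exposure to test compound at 37°C; after 30 min further incubation, ADP was detected by competitive TR-FRET.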
Nrf2 block: Nrf2 pathway inhibition | AID 504444 | A549 ARE-Fluc reporter, luciferase luminescence, 18-24 h | Potency, µM (highest dose often 46 µM), for inactives: at the highest dose activity change, negative = inhibition, actives largely listed as inhibitors | 360,000 tested, 2.1% active; note: potency is the fitted concentration of half-maximal effect; % is set by controls: 0 for no effect and ±100 for the full control effect; nearly all actives have a fitted effect of over 60% in size
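Cells were seeded and rested 2 h, then exposed to compounds for 18-24 h. CellTiter-Fluor was read first as a viability measure. BugLite was added 15 min before the final luminescent read of ARE-luciferase activity in A549 cells.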
HepG2 tox: kills HepG2 cells in TGF-b inhibitor counter-screen; HepG2 CAGA-GFP viability, ATP luminescence, 18 h; Potency, µM (titrated, usually from 46.1 µM), inactives show at the top dose activity change, negative = cytotoxicity, actives largely listed as cytotoxic; 410,000 tested, 0.76% active; AID 588856; note: potency is the fitted concentration of half-maximal effect; some results filed as inactive show a strong effect at the top dose
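HepG2 CAGA-GFP cells (1000/well, DMEM with 1% FBS) received compound, then TGF-beta at 500 pg/mL final, and were incubated 18 hours at 37 degrees C. Viability was read by CellTiter-Glo luminescence. Media-only wells were set as complete cell-killing and DMSO as no toxicity.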
A549 viability: counter-screen for Nrf2 inhibitors: cytotoxicity in A549 cells | A549 ARE-Fluc cells, CellTiter-Fluor viability, 18-24 h | Potency, µM (doses to about 46 µM), without a hit: at the top dose activity change, negative = cytotoxicity, actives largely listed as inhibitors | 390,000 tested, 0.16% active | AID 504648; note: potency is the fitted concentration of half-maximal effect; % is set by controls: 0 for no effect and ±100 for the full control effect
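Cytotoxicity counterscreen: CellTiter-Fluor fluorescence was measured in A549 ARE_Fluc cells after 18-24 h of compound exposure in a concentration series. The subsequent BugLite luminescent read reports ARE-luciferase activity.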
Nrf2 ARE act: activators of Nrf2 (ARE) signaling | AID 624171 | Potency, µM (titrated, usually from 46.1 µM), for inactives: at the highest dose activation, actives largely listed as activators | AREc32 ARE-luciferase reporter (MCF7-derived line), luminescence, 24 h | 410,000 tested, 0.31% active; note: potency is the fitted concentration of half-maximal effect; % of control where 0% means no effect; nearly all actives have a fitted effect of over 65% in size
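Nrf2 activation is followed as ARE-luciferase induction in the AREc32 line after one day of compound treatment; luminescence is read with Steady-Glo.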
CCT modulator: cytosolic chaperonin activity modulation. purified chaperonin ATPase assay, HTRF ADP detection, 30 min. 360,000 tested, 0.3% active. activity change, % (no concentration beside the values), hits read low. AID 651819; in the data active = activity change below about -30%; note: % is set by controls: 0 for no effect and ±100 for the full control effect
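Nucleotide hydrolysis assay: TRiC at 20–40 nM final (set by batch activity) with 10 uM ATP, 30 min at 37 °C, in presence of 76 uM compound. Detection by competitive ADP HTRF, 30 min ambient.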
Akt phos inh: blocks phosphorylation of Akt. 360,000 tested, 0.32% active. activity change, % for hits at 50 µM. Neuro2A IGF-stimulated pAkt S473 HTRF, 20 min; stronger effect = lower value. AID 651550; in the data active = activity change below about -80%; inconclusive = mostly about -51% to -80%; note: % is set by controls: 0 for no effect and ±100 for the full control effect
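Neuro2A cells (4,500/well, DMEM with 0.5% FBS) were treated with compound at a single 50 µM final concentration, stimulated with 6 nM IGF for 20 min at 37 °C, and lysed. Phospho-Akt Ser473 was read by HTRF as 665/615 ratio ×10^4.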
Abeta yeast res: compounds reversing amyloid beta toxicity in yeast; yeast expressing A-beta42, growth rescue, OD600, 48 h; response scale: 0% DMSO, 100% iron-clioquinol control; Potency, µM (highest dose often 46.1 µM), without a hit: top-dose growth rescue, usual class: activators; 410,000 tested, 0.063% active; AID 1347071; note: potency is the fitted concentration of half-maximal effect; nearly all actives have a fitted effect of over 55% in size
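Yeast A-beta toxicity model in growth medium with pinned compounds, 48 h at 30 C; growth read as absorbance at 600 nm. Normalized to FeCl3/clioquinol equimolar mix (positive) and DMSO (negative).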
The depositor's hits bear a star; i = inactive; ? = inconclusive; nt = no result given; [ ] = remark or other dose. Unless noted, calls come from the whole dose curve; as a rule, active = well fitted curve in the direction sought with a large enough effect; inconclusive = small, poorly fitted or top-dose-only effect, or another doubt; inactive = no such curve, though single readings can be large; an effect the other way counts as inactive or inconclusive.

cpd | molecule | TGFb SMAD3 inh | Mm-Cpn inhibitor | Nrf2 block | HepG2 tox | A549 viability
1 | CCOC(=O)C1CCCN(C(=O)C2CCN(S(=O)(=O)c3cccs3)CC2)C1 (centres undefined) | 1% | -1% | 10% | -12% | 5%
2 | COc1ccccc1-c1cn[nH]c1-c1ccc(OCc2ccccc2)cc1O | ? | -1% | -4% | -96% | -3%
3 | O=C(c1ccc(F)c(S(=O)(=O)N2CCOCC2)c1)N(c1ccccc1)c1ccccn1 | ? | -1% | 1% | -32% | 2%
4 | CCOC(=O)C1=C(COc2ccc(F)cc2Cl)NC(=O)NC1c1cc(C)ccc1C (centres undefined) | 0% | 0% | 1% | 1% | 6%
5 | CCn1c(SCC(=O)NCc2cccs2)nnc1-c1ccco1 | 4% | 1% | 1% | -1% | -1%
6 | CCN(CC)C(=O)CSc1nc(O)c(Cc2ccccc2)c(=O)n1-c1ccccc1C | -19% | 1% | 20% | 12% | -2%
7 | C=CCOC(=O)C1=C[C@@H](c2ccc(Br)cc2)C[C@@H](OCc2ccc(CO)cc2)O1 | -6% | nt | 0% | -1% | -1%
8 | COC(=O)/C=C/CC(C)OS(N)(=O)=O (centres undefined) | -3% | 1% | 4% | -2% | 0%
9 | Cc1ccc(NC(=O)c2ccc(Cl)c(NC(=O)c3cccs3)c2)cc1 | ? | -1% | 12% | -31% | -13%
10 | COc1ccc(CCN2C(=O)C3C4CC(C5C(C(=O)N/N=C\c6ccc(Cl)cc6)=NOC45)C3C2=O)cc1OC (centres undefined) | 9% | 0% | nt | -14% | 3%

cpd | Nrf2 ARE act | CCT modulator | Akt phos inh | Abeta yeast res
1 | -0.1% | -1.1 | i | 0%
2 | 3.6% | 2.9 | i | 3%
3 | 0.2% | -1.3 | i | -5%
4 | 0.3% | 0.0 | i | 13%
5 | 0.2% | -1.6 | i | 13%
6 | -0.3% | 0.3 | i | 14%
7 | -0.7% | -1.4 | i | 0%
8 | 0.3% | -1.5 | i | 1%
9 | 2.8% | 2.3 | i | -16%
10 | 0.4% | 0.8 | i | -3%

The list goes on (three carried over from the part before).
cpd | molecule | TGFb SMAD3 inh | Mm-Cpn inhibitor | Nrf2 block | HepG2 tox | A549 viability
8 | COC(=O)/C=C/CC(C)OS(N)(=O)=O (centres undefined) | -3% | 1% | 4% | -2% | 0%
9 | Cc1ccc(NC(=O)c2ccc(Cl)c(NC(=O)c3cccs3)c2)cc1 | ? | -1% | 12% | -31% | -13%
10 | COc1ccc(CCN2C(=O)C3C4CC(C5C(C(=O)N/N=C\c6ccc(Cl)cc6)=NOC45)C3C2=O)cc1OC (centres undefined) | 9% | 0% | nt | -14% | 3%
11 | Cc1ccc(NC(=O)CCNC(=O)Cn2cnc3ccccc3c2=O)cc1F | -3% | 2% | ? | 0% | -14%
12 | FC(F)(F)Oc1ccc(NC(=S)Nc2ccc(OC(F)(F)F)cc2)cc1 | ? | 2% | ? | -51% | -26%
13 | Cc1ccc(S(=O)(=O)NCCSCc2ccco2)cc1 | 6% | 0% | -7% | 3% | 5%
14 | Cc1cc(Cl)c(S(=O)(=O)N2CCN(c3ccccn3)CC2)cc1OCC(N)=O | 0% | -1% | -20% | -1% | 5%
15 | COc1ccc(N(C(C)C(=O)N/N=C/c2ccc(OC)c(OC)c2)S(C)(=O)=O)cc1 (centres undefined) | 2% | 1% | 2% | -1% | 0%
16 | Cc1ccc(C(C(=O)NC(C)(C)C)N(CC2CCCO2)C(=O)Cn2nnc(-c3ccc(C)o3)n2)cc1 (centres undefined) | 0% | 0% | nt | -19% | 0%
17 | O=C(COc1ccccc1)OCc1cc(=O)n2nc(C3CC3)sc2n1 | 19% | nt | ? | 12% | 5%
18 | CC(=O)NC(NC(=S)Nc1ccc(N=Nc2ccccc2)cc1)C(Cl)(Cl)Cl (centres undefined) | ? | 2% | ? | -48% | ?
19 | NS(=O)(=O)c1cccc(NC(=O)CSc2ccccn2)c1 | -1% | 2% | 30% | -3% | 6%
20 | CNS(=O)(=O)c1ccc(NC(=O)c2ccccn2)cc1 | -8% | 2% | ? | -6% | 5%

cpd | Nrf2 ARE act | CCT modulator | Akt phos inh | Abeta yeast res
8 | 0.3% | -1.5 | i | 1%
9 | 2.8% | 2.3 | i | -16%
10 | 0.4% | 0.8 | i | -3%
11 | 0.2% | -1.9 | i | 5%
12 | 0.4% | -3.1 | i | ?
13 | 1.6% | -6.0 | i | -14%
14 | 0.0% | -5.3 | i | 4%
15 | -0.4% | -6.3 | i | 8%
16 | -0.4% | -1.2 | i | 3%
17 | -0.2% | nt | nt | -27%
18 | 2.9% | -0.2 | i | 7%
19 | -0.1% | 1.9 | i | 4%
20 | 0.6% | -0.7 | i | -1%

(further entries)
cpd | molecule | TGFb SMAD3 inh | Mm-Cpn inhibitor | Nrf2 block | HepG2 tox | A549 viability
21 | O=C(COc1ccc(C(=O)c2ccccc2)cc1)NCC1CCCCC1 | ? | -1% | -3% | 5% | 5%
22 | Nc1c(C(=O)NCc2ccccc2)nnn1Cc1ccccc1 | 2% | ? | 18% | 2% | 9%
23 | CCCn1c(SCC(=O)NC2CCCCC2)nnc1-c1ccco1 | 5% | -1% | -11% | -27% | 4%
24 | CCOC(=O)C1CN(C(C)(C)C)C(=O)C1=O (centres undefined) | 0% | -3% | 1% | -16% | 8%
25 | CCN(c1ccccc1)S(=O)(=O)c1ccc(Cl)c(NC(=O)CNC(C)c2ccccc2)c1 (centres undefined) | -17% | 3% | -27% | 3% | 0%
26 | Cc1ccc(C(=O)OCC(=O)c2ccc(Br)cc2)cc1S(=O)(=O)N1CCOCC1 | -24% | nt | -23% | -13% | -1%
27 | C=CCc1c(C)c(C#N)c2nc3ccccc3n2c1NCCN(C)C | -6% | 1% | 1% | -8% | -11%
28 | Cn1cc(CN(Cc2ccccn2)C[C@@H]2CCC(=O)N2)c(-c2ccccc2F)n1 | 2% | -2% | -1% | 0% | 5%
29 | Cc1cccc(C)c1NC(=O)/C(C#N)=C/c1cccs1 | 12% | -1% | -14% | -41% | 1%
30 | Nc1nc(SCC(=O)N2N=C(c3ccc(Cl)cc3)CC2c2ccco2)n[nH]1 (centres undefined) | -28% | 0% | 9% | 1% | 1%

cpd | Nrf2 ARE act | CCT modulator | Akt phos inh | Abeta yeast res
21 | 5.2% | -2.4 | i | -35%[inhibitor]
22 | -0.1% | 1.0 | i | -3%
23 | -0.6% | -3.3 | i | -5%
24 | -0.4% | -3.7 | i | -4%
25 | 3.9% | 1.0 | i | ?
26 | 1.2% | -0.8 | i | -11%
27 | 2.4% | -1.3 | i | -71%[inhibitor]
28 | 0.1% | -1.9 | i | -2%
29 | 0.3% | -0.7 | i | -23%
30 | 3.9% | 2.2 | i | -8%

New compounds follow
cpd | molecule | TGFb SMAD3 inh | Mm-Cpn inhibitor | Nrf2 block | HepG2 tox | A549 viability
31 | Cc1ccc(S(=O)(=O)Oc2ccc(/C=N/N=C3/NC(=O)C(CC(=O)O)S3)cc2)cc1[N+](=O)[O-] (centres undefined) | -3% | 2% | 4% | -3% | -1%
32 | COc1cccc(CC(=O)OCC(=O)NC(C)c2ccc(F)cc2)c1 (centres undefined) | 0% | 1% | 6% | 0% | 2%
33 | Cc1cn[nH]c1 | -2% | 1% | 5% | -5% | -6%
34 | COc1ccc(CCNC(=O)C(=O)NCCCN2CCOCC2)cc1 | -8% | 2% | 0% | 5% | 5%
35 | CC(C)(C)C(=O)Nc1ccccc1C(=O)N1CCCC1 | -16% | -1% | -8% | 1% | 3%
36 | O=C(CCCCCCCC(=O)NNC(=O)Nc1ccccc1)NNC(=O)Nc1ccccc1 | 15% | 0% | 0% | -40% | -12%
37 | CC(=O)Nc1cccc(NC(=O)Cc2csc(COc3cccc(C)c3)n2)c1 | -13% | nt | -28% | -21% | -2%
38 | COC(=O)c1sc(N2C(=O)c3oc4cc(C)c(C)cc4c(=O)c3C2c2ccccc2F)nc1C (centres undefined) | 3% | nt | 11% | -8% | -8%
39 | O=C(NCc1ccccc1)Nc1cccn(Cc2cccc(F)c2)c1=O | 13% | -30% | -14% | -2% | -8%
40 | C[C@@H]1CN([C@H](C)CO)S(=O)(=O)c2ccc(C#CC3CCCC3)cc2O[C@H]1CN(C)C(=O)Cc1ccccc1 | ? | nt | nt | 16µM* | nt

cpd | Nrf2 ARE act | CCT modulator | Akt phos inh | Abeta yeast res
31 | 0.2% | -0.8 | i | -11%
32 | 0.1% | 1.1 | i | -14%
33 | 0.1% | -0.8 | i | 3%
34 | -0.5% | -2.2 | i | 14%
35 | -0.8% | 1.7 | i | -24%
36 | 4.8% | 1.4 | i | -18%
37 | 0.9% | nt | nt | 5%
38 | 0.2% | nt | nt | -10%
39 | 0.3% | -3.4 | i | -1%
40 | -5.4% | 0.3 | i | 1%

Next section:
cpd | molecule | TGFb SMAD3 inh | Mm-Cpn inhibitor | Nrf2 block | HepG2 tox | A549 viability
41 | Cn1c(=O)[nH]c(=O)c2c1nc(N1CCCCC1)n2CCSc1nc2ccccc2o1 | -11% | 0% | 15% | -9% | 1%
42 | Cc1ccc(N2CC(C(=O)Nc3ccc(S(=O)(=O)Nc4nccc(C)n4)cc3)CC2=O)cc1 (centres undefined) | 12% | 0% | -4% | 3% | 5%
43 | O=c1ccc2cc(S(=O)(=O)NCc3ccc(Cl)cc3)ccc2[nH]1 | -2% | nt | 3% | -12% | 6%
44 | CN(C(=O)CSc1nncn1-c1ccccc1)C1CCS(=O)(=O)C1 (centres undefined) | 1% | 1% | -4% | -7% | 9%

cpd | Nrf2 ARE act | CCT modulator | Akt phos inh | Abeta yeast res
41 | -0.3% | -3.5 | i | 4%
42 | -0.3%[9.22 µM] | 1.0 | i | -1%
43 | 0.2% | nt | nt | -14%
44 | -0.8% | 3.2 | i | 3%
